ERG-DNA inh = inhibitors of human ERG Ets domain-DNA interaction. P11308. fluorescence polarization, His-ERG Ets domain / labelled DNA. Potency, µM (highest dose often 76.9 µM), inactives show at the top dose FP activity, negative = inhibition, hits mostly inhibitors. hit rate 0.028% among 370,000. AID 624246; active = well fitted inhibition curve with a large enough effect in the polarisation, with a control signal flat; inconclusive = small, poorly fitted or top-dose-only effect, or effect the other way, or a change in a side signal; inactive = no such curve, though single readings can be large or run the other way; the % refers to the polarisation;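 note: polarization taken with two DNA probes labelled with fluorescein and Texas red; potency is the fitted concentration of half-maximal effect; % of control where 0% means no effect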
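His-tagged ERG Ets domain (1 uM in the protein solution; 300mM KCl, 50mM Tris-HCl, 1mM EDTA, 1mM DTT, pH 7.5) received compound, then a probe mix of 5 nM fluorescein-DNA and 100nM Texas-615-DNA. Fluorescence polarization was read for both dyes.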
GRP78 ERSR act = ER stress response induction in glioma; U87-MG GRP78 promoter luciferase reporter, 16 h; AID 602332; hit rate 0.02% among 420,000; Potency, µM, for the others: at the top dose activation, hits mostly activators; note: potency is the fitted concentration of half-maximal effect; series mostly up to about 76 µM; % of control where 0% means no effect; nearly all actives have a fitted effect of over 35% in size
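Stably transfected U87-MG glioma cells carrying a GRP78-based luciferase sensor; 16 h compound incubation. Luminescence end-point read 10 min after Bright-Glo addition at room temperature.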
D2 antagonist = antagonizes the human D2 dopamine receptor. HEK293 TREx D2 cells, calcium flux, dopamine EC80. hit rate 2% among 340,000. inhibition, % at 10 µM; in the data active = inhibition above about 30%; note: 0% is about no effect
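Calcium flux kinetic readout in an inducible HEK293 TREx D2 line plated overnight at 30 C. After 180 s compound exposure, an EC80 dopamine challenge follows with another 180 s kinetic read to detect antagonism.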
LDHA inh = LDHA (human) enzyme inhibition; P00338; purified LDHA, NADH/diaphorase-resazurin fluorescence; active compounds read low; activity change, % (values are at about 110 or 230 µM); hit rate 0.15% among 480,000; AID 1347041; in the data active = activity change below about -30%; inconclusive = mostly about -25% to -30%;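 note: plate controls were DMSO wells for no effect and wells without enzyme for full effect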
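Human LDH5 at 2 nM final in Tris HCl pH 7.4 with 0.06 mM NADH and 0.2 mM pyruvate, reacted 5 minutes at room temperature. Remaining NADH coupled via diaphorase/resazurin; resorufin fluorescence read at 0 and 20 minutes, normalized to enzyme-free and DMSO wells.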
RGS4 inh = inhibitors of human regulator of G protein signaling 4. Transcreener GDP fluorescence polarization, RGS4-accelerated GTP hydrolysis. P49798. Potency, µM (series often up to 114 µM), for the others: at the highest dose activity change, negative = inhibition, actives largely listed as inhibitors. AID 504845. hit rate 0.039% among 390,000; note: potency is the fitted concentration of half-maximal effect; % is set by controls: 0 for no effect and ±100 for the full control effect; nearly all actives have a fitted effect of over 75% in size; some results filed as inactive show a strong effect at the top dose
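MLSMR compounds (23 nl, pin-transferred) preincubated 10 min at room temperature with a 500nM (2x) first reagent, then RGS4 at 900nM (2x) plus Transcreener GDP mix added; fluorescence polarization (620/688 nm) read before and after 90 min at 30 °C.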
Vif-A3F inh = blocks the Vif interaction with APOBEC3F | HeLa A3F-eYFP + Vif (tagged APOBEC3F with the HIV-1 protein that degrades it), YFP fluorescence increase | hit rate 0.2% among 390,000 | Potency, µM (series often up to 46.1 µM), inactives show at the top dose activity, negative = active; note: potency is the fitted concentration of half-maximal effect; % of control where 0% means no effect; nearly all actives have a fitted effect of over 65% in size
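HeLa cells stably expressing Vif plus C-terminally eYFP-tagged A3F were seeded, incubated overnight at 37 deg C, dosed with compound, incubated overnight again at 37 deg C. Yellow fluorescence (Ex 488/Em 500-530) reported blocked Vif-mediated A3F-eYFP degradation.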
D2 agonist = activates the human D2 dopamine receptor; P14416; activation, % at 2 µM; AID 485358; hit rate 0.53% among 340,000; HEK293 T-REx D2 cells, calcium flux agonist mode;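 active = activation over 3 SD above normal in the single-dose calcium agonist read, cut at about 30% in these data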; note: 0% is about no effect
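Calcium-flux readout, 1 cycle/sec over 180 s following compound pin transfer, in inducible HEK293 Trex D2 cells (force-coupled); dopamine controls included. Positive calcium responses during this window marked compounds as potential agonists.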
Vif-APOBEC3G blk = Vif-A3G binding inhibition; Q9HC16; HeLa A3G-eYFP + Vif (tagged APOBEC3G with the HIV-1 protein that degrades it), YFP fluorescence, overnight; Potency, µM (highest dose often 46.1 µM), inactives show at the top dose activity, negative = active, hits mostly inhibitors; hit rate 0.076% among 410,000;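 note: potency is the fitted concentration of half-maximal effect; % is set by controls: 0 for no effect and ±100 for the full control effect; nearly all actives have a fitted effect of over 60% in size; hits raise eYFP signal because A3G escapes Vif-driven loss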
Target sequence (Q9HC16 whole entry, looked up): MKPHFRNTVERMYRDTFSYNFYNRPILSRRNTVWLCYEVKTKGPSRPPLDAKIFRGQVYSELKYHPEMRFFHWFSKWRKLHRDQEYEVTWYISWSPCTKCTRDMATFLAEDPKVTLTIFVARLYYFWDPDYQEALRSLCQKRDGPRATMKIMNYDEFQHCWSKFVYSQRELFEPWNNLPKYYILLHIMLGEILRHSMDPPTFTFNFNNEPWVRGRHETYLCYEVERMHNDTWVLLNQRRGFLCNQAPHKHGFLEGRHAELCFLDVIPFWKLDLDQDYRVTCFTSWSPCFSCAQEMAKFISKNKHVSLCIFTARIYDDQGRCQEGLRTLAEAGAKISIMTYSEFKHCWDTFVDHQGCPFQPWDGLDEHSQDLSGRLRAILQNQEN
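HeLa cells stably expressing Vif and C-terminally eYFP-tagged A3G, seeded overnight at 37 deg C, then exposed to compound by pintool overnight at 37 deg C. Rise in yellow fluorescence (Ex 488/Em 500-530, Acumen) marks blocked Vif-driven A3G degradation.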
ALOX12 inh = blocks human arachidonate 12S-lipoxygenase; P18054; purified 12hLO, xylenol orange hydroperoxide absorbance; Potency, µM (titrated, usually from 108 µM), inactives show at the highest dose activity change, negative = inhibition, usual class: inhibitors; hit rate 1.1% among 580,000; AID 1671190; note: potency is the fitted concentration of half-maximal effect; % is set by controls: 0 for no effect and ±100 for the full control effect
Target sequence (P18054 whole entry, looked up): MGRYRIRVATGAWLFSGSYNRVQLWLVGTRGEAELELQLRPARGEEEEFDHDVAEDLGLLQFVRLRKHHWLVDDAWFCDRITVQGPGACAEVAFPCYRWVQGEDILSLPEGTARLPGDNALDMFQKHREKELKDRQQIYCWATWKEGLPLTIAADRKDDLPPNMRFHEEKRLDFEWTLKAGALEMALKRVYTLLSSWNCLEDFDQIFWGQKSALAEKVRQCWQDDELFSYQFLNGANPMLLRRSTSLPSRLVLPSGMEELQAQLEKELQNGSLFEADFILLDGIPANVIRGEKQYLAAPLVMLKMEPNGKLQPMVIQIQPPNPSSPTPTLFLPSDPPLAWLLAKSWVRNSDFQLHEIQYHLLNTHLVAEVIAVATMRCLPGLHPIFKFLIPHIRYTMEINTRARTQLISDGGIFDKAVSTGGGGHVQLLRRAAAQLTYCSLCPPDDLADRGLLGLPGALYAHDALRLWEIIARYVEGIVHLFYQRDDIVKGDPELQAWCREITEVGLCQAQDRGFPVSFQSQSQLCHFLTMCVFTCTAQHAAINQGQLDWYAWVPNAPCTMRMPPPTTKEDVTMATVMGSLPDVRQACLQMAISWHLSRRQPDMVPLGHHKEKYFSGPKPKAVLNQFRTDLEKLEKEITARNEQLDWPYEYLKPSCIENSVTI
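Purified human 12hLO at 150 nM in 25 mM Hepes, 0.01% Triton X-100, pH 7.0, preincubated 15 min at room temperature with compound. Reaction started with 40 uM arachidonic acid, 30 min at room temperature. Hydroperoxide measured by Fe-xylenol orange, 573/405 nm absorbance ratio.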
* = called active by the depositor; i = inactive; ? = inconclusive; . = no result given; [ ] = remark or other dose. Unless noted, calls come from the whole dose curve; as a rule, active = well fitted curve in the direction sought with a large enough effect; inconclusive = small, poorly fitted or top-dose-only effect, or another doubt; inactive = no such curve, though single readings can be large; an effect the other way counts as inactive or inconclusive.

Below each SMILES: D2 agonist	GRP78 ERSR act	Vif-A3F inh	Vif-APOBEC3G blk	ALOX12 inh	LDHA inh	ERG-DNA inh	RGS4 inh	D2 antagonist
#1 COc1ccc(-n2c(/C=C/c3cc(OC)c(OC)cc3OC)nc3cc4ccccc4cc3c2=O)cc1Cl
  .	0%	1%	0%	4%	-6	1%	18%	.
#2 CCOC(=O)Cc1ccc(Nc2nc(NCCOC)nc3ccsc23)cc1
  .	-4%	.	-8%	1%	-9	.	.	.
#3 Cc1cc(C)cc(NC(=O)C2CCN(c3nnc(-n4c(C)ccc4C)s3)CC2)c1
  0.3	.	.	.	-14%	-2	1%	-11%	.
#4 Cc1ccccc1S(=O)(=O)NC(=O)C1(C)CCN1C(=O)c1cccc2ccccc12 (stereo not drawn)
  .	-1%	.	-3%	-3%	-6	.	.	.
#5 O=C(Nc1ccccc1C(=O)OCc1cc(=O)n2ccsc2n1)c1ccc(Cl)cc1
  0.2	-2%	3%	-6%	-17%	1	3%	-6%	.
#6 COc1ccc(/C=N/NC(=O)c2cc3cc(OC)c(OC)cc3[nH]2)cc1
  0.2	1%	-5%	-22%	7%	-13	0%	7%	8
#7 C[C@H](O)C#Cc1ccc2c(c1)O[C@@H](CN(C)Cc1ccc(-c3ccccc3)cc1)[C@H](C)CN([C@@H](C)CO)S2(=O)=O
  .	-5%	-4%	-15%	-1%	2	.	.	.
#8 O=C(Cc1ccc(Br)cc1)NCCc1ccc(Cl)cc1Cl
  -0.5	-3%	?	-4%	-9%	0	-1%	-7%	-7
#9 COc1cc(NS(=O)(=O)c2c(C)[nH]c(C)c2C(=O)N2CCCC2)cc(OC)c1OC
  0.6	5%	4%	1%	6%	-2	14%	-22%[56.9 µM]	-19
#10 c1ccc(-c2nc(N3CCN(c4ccccc4)CC3)nc(-n3ccnc3)n2)cc1
  -0.5	-1%	-7%	-1%	0%	-6	-3%	-28%	-9
#11 O=C(CSc1nnnn1-c1ccccc1)Nc1ccc(Cl)cc1
  0.5	-2%	4%	-1%	-9%	-4	-1%	18%	26
#12 CC(NC(=O)CCC(=O)c1ccccc1)c1ccc(F)cc1 (stereo not drawn)
  -1.1	-1%	?	0%	.	-5	3%	-15%	3
#13 Cc1cc(Br)ccc1NC(=O)c1sc2ncn(Cc3ccccc3Cl)c(=O)c2c1C
  0.3	0%	-18%	-2%	-26%	2	-23%	-5%	.
#14 Cn1c(SCC(=O)NCC2CCCO2)nc2scc(-c3ccccc3)c2c1=O (stereo not drawn)
  1.3	0%	-2%	0%	-9%	-2	-1%	-15%	-15
#15 OCCN(Cc1ccccc1)C(=S)Nc1ccc(Cl)cc1Cl
  -0.2	0%	-7%	-3%	0%	2	-5%	-27%	7
#16 CNNC(=S)NCCC1=CCCCC1
  0.4	6%	2%	0%	-8%	0	0%	-20%	-10
#17 CCC(CO)Oc1cc(NCc2ccc(O)cc2)c2ncn(C(C)C)c2c1 (stereo not drawn)
  .	-3%	5%	0%	-11%	10	-6%	14%	.
#18 Cn1c(Cn2nnc(-c3ccccc3)n2)nnc1SCc1ccccc1Cl
  -0.4	-2%	-6%	1%	-18%	-1	-6%	-29%	0
#19 N#Cc1c(N)nc2c(c1N)CC(COc1ccccc1)O2 (stereo not drawn)
  0.6	1%	-2%	-2%	-20%	-6	1%	-15%	12
#20 CCC(C)(C)NC(=O)Cc1ccc(Cl)cc1
  -1.7	1%	-5%	0%	-7%	-3	6%	4%	-1
#21 CCOc1ccccc1NC(=O)C1CCCN1S(=O)(=O)c1ccc2nc(-c3ccccc3)[nH]c2c1 (stereo not drawn)
  0.3	-3%	3%	-9%	-4%	-5	-1%	8%	.
#22 C[C@@H]1CN([C@@H](C)CO)C(=O)CCCn2nncc2CO[C@@H]1CN(C)C(=O)Nc1ccc(N2CCCCC2)cc1
  .	-3%	3%	-3%	-39%	4	.	.	.
#23 O=C(CN1CCCCC1)Nc1ccccc1Cl
  -0.7	-1%	-2%	2%	2%	2	-2%	4%	9
#24 CC(C)OCCCN1CN(S(=O)(=O)c2ccc(Cl)cc2)c2nc3ccccc3nc21
  .	3%	1%	0%	?	2	-7%	7%	.
#25 Cc1cc(C(C)(C)C)cc(C)c1CCNC(=O)c1c(C)noc1C
  -0.6	-1%	-4%	-1%	-8%	1	7%	?	18
#26 O=C(CC(O)(c1ccccc1)C(F)(F)F)c1cccs1 (stereo not drawn)
  -0.3	2%	3%	-8%	7%	4	.	9%	7
#27 CC(C)OC(=O)NC(c1ccccc1)C(Cl)(Cl)Cl (stereo not drawn)
  -0.9	-4%	2%	0%	-17%	-7	-12%	19%	1
#28 CCCCn1c2c(c(=O)n(C)c1=O)C(CC(=O)OCC(=O)Nc1cccc(C(F)(F)F)c1)C(=O)N2 (stereo not drawn)
  -0.4	-6%	9%	1%	81%[activator]	-5	0%	26%	-8
#29 CCOc1ccc(CN2CCN(C3CCSCC3)CC2CCO)cc1 (stereo not drawn)
  -0.1	-4%	-4%	-4%	23%	-3	-3%	-7%	-11
#30 Cc1ccc(CS(=O)Cc2ccc(C(=O)NCc3ccc(OC(C)C)cc3)o2)cc1 (stereo not drawn)
  -0.6	0%	-8%	2%	11%	-2	8%	-28%	-9

An excerpt of these results, with tabs.
No.	smiles	D2 agonist	GRP78 ERSR act	Vif-A3F inh	Vif-APOBEC3G blk	ALOX12 inh	LDHA inh	ERG-DNA inh	RGS4 inh	D2 antagonist
6	COc1ccc(/C=N/NC(=O)c2cc3cc(OC)c(OC)cc3[nH]2)cc1	0.2	1%	-5%	-22%	7%	-13	0%	7%	8
1	COc1ccc(-n2c(/C=C/c3cc(OC)c(OC)cc3OC)nc3cc4ccccc4cc3c2=O)cc1Cl	.	0%	1%	0%	4%	-6	1%	18%	.

The results go on.
Below each SMILES: D2 agonist	GRP78 ERSR act	Vif-A3F inh	Vif-APOBEC3G blk	ALOX12 inh	LDHA inh	ERG-DNA inh	RGS4 inh	D2 antagonist
#31 Cc1ccc(C(=O)NC(=S)Nc2cccc(NC(=O)c3ccccc3Cl)c2)cc1[N+](=O)[O-]
  0.2	1%	1%	-6%	?	-11	1%	-10%	-15
#32 O=C(C1COc2ccccc2O1)N1CCN(c2nc3ccc(F)cc3s2)CC1 (stereo not drawn)
  -0.1	1%	3%	6%	?	-4	-12%	2%	.
#33 C=CCOc1c(Br)cc(CNCCCN2CCOCC2)cc1OC
  0.7	-3%	3%	5%	?	1	2%	4%	12
#34 COc1ccc(CCN(Cc2cccs2)S(=O)(=O)c2ccc(S(=O)(=O)N(C)C3CCCCC3)cc2)cc1OC
  2.8	5%	-1%	2%	-9%	-3	-6%	-5%	-14
#35 COc1ccc(CN2C(=O)C(CC(=O)NCCN3CCOCC3)CC(C(=O)N3CCOCC3)=C2C)cc1 (stereo not drawn)
  .	-3%	0%	-4%	9%	-3	.	.	.
#36 Cc1ccc(S(=O)(=O)N2CCN(C(=O)COC(=O)CC(C)c3ccccc3)CC2)c(C)c1 (stereo not drawn)
  -0.2	-3%	3%	0%	-6%	0	-4%	-15%	-2
#37 CC1(CCOCc2ccccc2)NC(=O)NC1=O (stereo not drawn)
  .	-3%	-18%	0%	4%	1	2%	10%	.
#38 O=C(Nc1cccc(C(=O)OCc2cc(=O)n3nc(C4CC4)sc3n2)c1)c1ccccc1
  .	-4%	-8%	1%	-15%	0	2%	13%	.
#39 CC(=O)C1=C(C)NC(=O)NC1c1cccc(O)c1 (stereo not drawn)
  -0.3	-4%	0%	-8%	-2%	-4	-3%	-5%	21
#40 CCN(CC)c1ccc(NC(=O)c2cccc(C)c2OC)c(C)c1
  .	5%	-11%	2%	?	12	1%	17%	.
#41 CCN(CCO)c1ncnc2c1sc1nc(CC(C)C)c3c(c12)CC(C)(C)OC3
  19	-2%	-4%	-4%	0%	0	-3%	7%	4
#42 CCCOc1ccc(C(F)(F)F)cc1NC(=O)C1CC(=O)N(Cc2ccco2)C1 (stereo not drawn)
  1.8	-5%	2%	-5%	?	0	12%	5%	-3
#43 C/C(CC(=O)NC12CC3CC(CC(C3)C1)C2)=N\NC(=O)Cc1cccs1
  -0.1	-3%	-1%	-1%	20%	-4	3%	-5%	2
#44 COc1ccc(N2CCN(C(CNC(=O)CC(C)C)c3ccc4c(c3)OCO4)CC2)cc1 (stereo not drawn)
  -0.8	1%	-1%	2%	-20%	6	8%	-18%	.
#45 COc1ccc(CNC(=O)N[C@@H](Cc2c[nH]c3ccccc23)C(=O)O)cc1
  -0.8	-4%	2%	-6%	0%	-2	?	-11%	16
#46 O=C(NCc1ccccn1)C(=O)NCC1OCCN1S(=O)(=O)c1ccc([N+](=O)[O-])cc1 (stereo not drawn)
  0.1	-3%	-4%	-1%	i	-2	1%	24%	3

3 entries from above in another layout.
34: COc1ccc(CCN(Cc2cccs2)S(=O)(=O)c2ccc(S(=O)(=O)N(C)C3CCCCC3)cc2)cc1OC
42: CCCOc1ccc(C(F)(F)F)cc1NC(=O)C1CC(=O)N(Cc2ccco2)C1 (stereo not drawn)
37: CC1(CCOCc2ccccc2)NC(=O)NC1=O (stereo not drawn)
assay / compound,34,42,37
D2 agonist,2.8,1.8,.
GRP78 ERSR act,5%,-5%,-3%
Vif-A3F inh,-1%,2%,-18%
Vif-APOBEC3G blk,2%,-5%,0%
ALOX12 inh,-9%,?,4%
LDHA inh,-3,0,1
ERG-DNA inh,-6%,12%,2%
RGS4 inh,-5%,5%,10%
D2 antagonist,-14,-3,.

Source: PubChem BioAssay (National Center for Advancing Translational Sciences (NCATS))

Only part of the results is shown (hit frequency here may not be typical).
